Source: PubChem (National Center for Advancing Translational Sciences (NCATS))
NPC1 prom act – activates the NPC1 promoter; hit rate 2.4% among 320,000; Potency, µM (doses to about 9.22 µM), for inactives: top-dose activation, actives largely listed as activators; Huh7 NPC1 promoter luciferase reporter, 24 h;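 also: potency is read from the fitted curve at half-maximal effect; % of control where 0% means no effect; nearly all actives have a fitted effect of over 60% in size; reporter is driven by a mutant NPC1 promoter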
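NPC1 promoter–luciferase Huh7 cells; 24 h compound; luminescence.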
Tb PFK inh – blocks T. brucei phosphofructokinase; O15648; hit rate 0.17% among 330,000; Potency, µM (top dose mostly 57.5 µM), for inactives: top-dose activity, negative = inhibition, most hits filed as inhibitors; T. brucei PFK, ADP-Glo luminescence;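 also: potency is read from the fitted curve at half-maximal effect; 0% = uninhibited 1x PFK enzyme wells and -100% = no-enzyme wells; nearly all actives have a fitted effect of over 60% in size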
Target sequence (O15648 whole entry, looked up): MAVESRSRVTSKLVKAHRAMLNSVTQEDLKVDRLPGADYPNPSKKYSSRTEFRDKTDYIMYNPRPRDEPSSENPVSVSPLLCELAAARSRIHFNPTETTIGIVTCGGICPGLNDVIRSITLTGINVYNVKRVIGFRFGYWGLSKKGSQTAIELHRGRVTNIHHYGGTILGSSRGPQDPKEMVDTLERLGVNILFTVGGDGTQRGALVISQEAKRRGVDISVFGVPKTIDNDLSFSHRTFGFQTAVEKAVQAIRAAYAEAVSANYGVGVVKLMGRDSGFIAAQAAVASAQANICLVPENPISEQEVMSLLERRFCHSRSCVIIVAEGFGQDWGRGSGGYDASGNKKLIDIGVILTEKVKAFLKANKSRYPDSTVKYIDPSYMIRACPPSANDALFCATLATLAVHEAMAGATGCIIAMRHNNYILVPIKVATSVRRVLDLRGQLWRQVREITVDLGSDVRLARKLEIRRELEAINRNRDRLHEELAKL
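Luminescent ADP detection (ADP-Glo, two-step: ATP depletion then ADP-to-ATP conversion for luciferase) reported PFK activity after 45 min room-temperature reaction of 1.25 nM enzyme with 0.5 mM F6P and 0.1 mM ATP at pH 8.0.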
Rab9 prom act – activators of Rab9 promoter. Huh7 Rab9 promoter-luciferase reporter, luminescence, 24 h. Potency, µM (series often up to 9.22 µM), for the others: at the top dose activation, negative = inhibition, actives largely listed as activators. hit rate 2.8% among 320,000; also: potency is read from the fitted curve at half-maximal effect; % of control where 0% means no effect; nearly all actives have a fitted effect of over 60% in size
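Luminescence read-out: Huh7 cells stably expressing Rab9-luciferase, treated 24 h with compound at 37 °C, then lysed with luciferase reagent for 10 min at ambient before reading.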
KCNH2 3.1 block – blocks the human KCNH2 3.1 channel isoform; U2OS KCNH2 3.1, thallium flux FluxOr; active compounds read low; activity change, % (tested at about 1.8 µM); hit rate 0.95% among 340,000; AID 720553;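 active = maximum activity change below -70%; inconclusive = maximum activity change from -70% to -50%; inactive = maximum activity change above -50%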;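 also: thallium influx rate constant from kinetic fluorescence after stimulation buffer; % is scaled to controls: 0 for no effect and ±100 for the full control effect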
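Steps: virus added to U2OS suspension (4 h, RT, dark); medium with 10% FBS added, cells plated, 37 C overnight; FluxOr/Red40 loading buffer 45 min RT; stimulation buffer, 2 min kinetic read; rate constant normalized.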
RORgamma inh – inhibitors of mouse ROR gamma transcriptional activity | Drosophila S2 Gal4-RORgamma UAS-luciferase reporter, 20 h | Potency, µM (doses to about 53.6 µM), for the others: top-dose activity change, negative = inhibition, actives largely listed as inhibitors | hit rate 5.4% among 310,000 | AID 2551; also: potency is read from the fitted curve at half-maximal effect; % is scaled to controls: 0 for no effect and ±100 for the full control effect; nearly all actives have a fitted effect of over 60% in size
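A Gal4/UAS one-hybrid system in insect cells: metallothionein-promoter Gal4–ROR gamma fusion plus Photinus luciferase reporter. Copper sulfate 700 uM final, 20 hr ambient incubation, luminescent detection after 10 min with reagent.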
VP16 counter – counter-screen for ROR gamma inhibitors: Gal4-VP16 reporter. Drosophila S2 Gal4-VP16 UAS-luciferase, luminescence, 20 h. Potency, µM (doses to about 53.6 µM), inactives show at the top dose activity, negative = inhibition, actives largely listed as inhibitors. hit rate 3.5% among 310,000;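 also: Gal4-VP16 expression switched on by copper sulfate through the metallothionein promoter; potency is read from the fitted curve at half-maximal effect; % is scaled to controls: 0 for no effect and ±100 for the full control effect; nearly all actives have a fitted effect of over 50% in size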
Coupling enz – counter-screen for Giardia aldolase inhibitors: coupling enzyme system | activity change, negative = inhibition, % at 58.2 µM, hits read low | coupling enzyme system counterscreen, AmpLite Red fluorescence | hit rate 0.67% among 290,000; in the data active = activity change below about -30%; also: % is scaled to controls: 0 for no effect and ±100 for the full control effect
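Final compound at 57.5 uM, incubated 10 min at RT with coupling enzyme reagent (glyceraldehyde-3-phosphate), then 20 min with substrate and AmpLite Red detection. Fluorescence read at 525/598 nm; tests interference with the coupling assay, not aldolase inhibition.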
FLuc modulator – firefly luciferase modulation, counter-screen for miR-21 project | purified FLuc, Km substrates, luminescence inhibition | Potency, µM (doses to about 57.5 µM), for inactives: top-dose activity change, negative = inhibition, actives largely listed as inhibitors | hit rate 6.9% among 360,000;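 also: potency is read from the fitted curve at half-maximal effect; plate controls were vehicle for no effect and reference inhibitor for full effect; nearly all actives have a fitted effect of over 55% in size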
Target sequence (P08659 whole entry, looked up): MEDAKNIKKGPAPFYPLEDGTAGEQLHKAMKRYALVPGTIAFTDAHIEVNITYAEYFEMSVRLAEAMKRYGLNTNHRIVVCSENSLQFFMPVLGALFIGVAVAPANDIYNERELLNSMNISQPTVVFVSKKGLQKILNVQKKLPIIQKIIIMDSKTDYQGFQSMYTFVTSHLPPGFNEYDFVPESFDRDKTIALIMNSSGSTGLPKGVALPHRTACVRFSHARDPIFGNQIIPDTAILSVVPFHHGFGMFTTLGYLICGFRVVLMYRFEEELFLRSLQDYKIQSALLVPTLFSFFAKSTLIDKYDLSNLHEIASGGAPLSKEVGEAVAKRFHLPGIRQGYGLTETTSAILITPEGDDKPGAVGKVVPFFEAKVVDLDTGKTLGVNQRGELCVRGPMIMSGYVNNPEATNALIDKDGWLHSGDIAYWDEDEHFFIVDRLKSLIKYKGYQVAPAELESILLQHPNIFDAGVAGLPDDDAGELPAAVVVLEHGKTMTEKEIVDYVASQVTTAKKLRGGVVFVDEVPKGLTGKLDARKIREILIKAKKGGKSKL
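Biochemical qHTS of compounds, final roughly 60 µM downward over six points, against 10 nM purified firefly luciferase using Km concentrations of substrates (10 uM D-luciferin, 10 uM ATP) in Tris acetate pH 7.5 buffer; luminescence output.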
ELG1 genotox – induces genotoxicity in HEK293T cells with luciferase-tagged ELG1 | HEK293T ELG1-luciferase reporter, luminescence, 16 h | hit rate 1.3% among 330,000 | Potency, µM (top dose mostly 46 µM), inactives show top-dose activity change, positive = activation, hits mostly activators | AID 504466; also: potency is read from the fitted curve at half-maximal effect; % of control where 0% means no effect; nearly all actives have a fitted effect of over 60% in size
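DMSO vehicle served as control against compound-treated ELG1-luciferase HEK293T cells; exposure lasted 16 hr at 37 °C and 5% CO2, followed by ONE-Glo luminescence detection after 30 min.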
uPA generation – blocks generation of uPA at the cell surface; AID 540303; cell surface uPA generation assay, qHTS; Potency, µM (series often up to 38.3 µM), for inactives: at the highest dose activity change, negative = inhibition, usual class: inhibitors; hit rate 0.31% among 330,000; active = well fitted inhibition curve with a large enough effect; inconclusive = small, poorly fitted or top-dose-only effect; inactive = no such curve, though single readings can be large or run the other way; tested in mouse RAW 264.7 cells; also: potency is read from the fitted curve at half-maximal effect; % is scaled to controls: 0 for no effect and ±100 for the full control effect; nearly all actives have a fitted effect of over 55% in size
Giardia killer – kills Giardia lamblia; Giardia lamblia trophozoite viability; activity change, % at 7.66 µM, hits read low; hit rate 0.15% among 340,000; in the data active = activity change below about -80%; inconclusive = between about -30% and that limit;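 also: parasites exposed to compound for two days anaerobically before the ATP read; % is scaled to controls: 0 for no effect and ±100 for the full control effect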
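Trophozoites 100 cells/well + cpd; 48 hrs, 37 deg C, anaerobic. ATPLite 1-Step added, 15-30 min RT, luminescence read (ATP-based viability).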
Active calls of the source: *; ? = inconclusive; · = not tested or not shown; [ ] = remark or other dose. Unless noted, calls follow the shape of the dose curve; as a rule, active = well fitted curve in the direction sought with a large enough effect; inconclusive = small, poorly fitted or top-dose-only effect, or another doubt; inactive = no such curve, though single readings can be large; an effect the other way counts as inactive or inconclusive.

SMILES | NPC1 prom act | Tb PFK inh | Rab9 prom act | KCNH2 3.1 block | RORgamma inh | VP16 counter | Coupling enz | FLuc modulator | ELG1 genotox | uPA generation | Giardia killer
CCOC(=O)C1=C(C)NC(C)=C(C(=O)OCC)C1C(=O)OCC(=O)NCc1ccco1 | · | 0% | · | 13 | · | · | · | · | -6% | -7% | 14
Fc1cccc(NC(=S)NCCc2ccccc2)c1 | 6% | -7% | 0% | · | 3.2µM* | ? | -1 | ? | 9% | -4% | 7
NC(=O)NCCCC(NC(=O)c1ccc(C#CC2(O)CCCCC2)cc1)C(=O)O (stereo not given) | 2% | 3% | -4% | 1 | 6% | 0% | 5 | 5% | -3% | -12% | -4
CC1CCCCN1C(=O)c1cccc(NC(=O)c2ccccc2)c1 (stereo not given) | -2% | 2% | -2% | 17 | 37% | 6% | 2 | -18% | 0% | 2% | -20
CCCCC(=O)N1CCN(c2ccc(OC)cc2[N+](=O)[O-])CC1 | 0% | -2% | 0% | -3 | ? | -9% | 2 | 0% | 0% | -2% | 0
CCN(CC)S(=O)(=O)c1cc(C(=O)N2CCc3ccccc32)ccc1Cl | -2% | 3% | 1% | 1 | 13% | 7% | -1 | 1% | -3% | -2% | 14
CC(=O)N1c2ccc(S(=O)(=O)NCCC(=O)Nc3ccccc3C)cc2CC1C (stereo not given) | -3% | 2% | -4% | -2 | -18% | 1% | -1 | -3% | 0%[9.26 µM] | -7% | -6
COC(=O)CCCNC(=O)c1ccc2[nH]c(C)c(C)c2c1 | 5% | -1% | 15% | 9 | 21% | 6% | 1 | -18% | 5% | -1% | 13
COC(=O)C1=C(C)NC(=O)CC1c1cccc(OC)c1OC (stereo not given) | 0% | -2% | -2% | -19 | 1% | 1% | 9 | 1% | 1% | · | -5
O=C(NCc1ccccn1)Nc1cccc([N+](=O)[O-])c1 | -2% | -5% | 12% | 4 | 3% | 5% | -3 | 2% | 8% | 1% | 6
O=C(COC(=O)c1ccc(NS(=O)(=O)c2cccs2)cc1)NCc1ccco1 | -20% | -29% | -10% | 20 | 22µM* | 1% | 4 | 4% | -1% | -16% | 41[activator]
CC1=C(C(=O)N(C)C)C(c2cccs2)NC(=O)N1 (stereo not given) | -4% | 2% | -2% | 15 | 19% | -1% | -1 | 3% | 1% | 3% | -17
O=C(O)c1ccc(N/N=C/c2ccncc2)cc1 | ? | -16% | ? | -13 | -39% | ? | 1 | 8.5µM* | 17% | 7% | -2
NC(=O)C1CCN(C(c2ccccc2)c2nnnn2C2CCCC2)CC1 (stereo not given) | -5% | -2% | -3% | -3 | 32% | -3% | 0 | 4% | -2% | 2% | 1
Cc1ccccc1N1C(=O)C2C3CCC(O3)C2C1=O (stereo not given) | 0% | -3% | 5% | 11 | -18% | 2% | 2 | 2% | 0% | 2% | -22
Cc1ccc(C(C)C)c(OCc2ccc(C(=O)N/N=C/c3ccc(O)cc3O)cc2)c1 | -5% | 0% | -20% | -5 | 6.3µM* | 7.1µM* | 0 | 3% | ? | -9% | 11
O=C(NCC1(O)CCCCC1)C1CCC(=O)N(Cc2cccc(C(F)(F)F)c2)C1 (stereo not given) | 3% | 0% | -3% | 10 | 2% | -4% | -1 | 2% | -2% | 5% | 21
COc1cc(/C=C2/S/C(=N/S(=O)(=O)c3ccccc3)NC2=O)c([N+](=O)[O-])cc1OC | 3% | -4% | -1% | 3 | -3% | 1% | 14 | -1% | -4% | 2% | -8
O=C(O)c1ccc(Cl)c(S(=O)(=O)Nc2cccc(C(=O)Nc3cccc(C(F)(F)F)c3)c2)c1 | -1% | ? | 1% | -5 | 26% | 5% | 16 | 15µM* | 1% | 1% | 13
CCOc1ccc(N2CC(C(=O)Nc3cccc(C)c3C)CC2=O)cc1 (stereo not given) | -3% | 4% | -1% | -12 | -3% | 0% | 3 | 10% | 2% | -1% | -3
Clc1ccc(-c2nc3ccccc3[nH]2)cn1 | ? | 3% | ? | 24 | 33% | 15% | -11 | 19µM* | 10% | 0% | -26
CC(=O)Nc1cccc(NC(=O)C2CC(=O)N(C3CCCCC3)C2)c1 (stereo not given) | 1% | -6% | 0% | 1 | 0% | 16% | · | -3% | -1% | 2% | 12
COc1ccc(S(=O)(=O)N(C)CC(=O)Nc2ccccc2C(F)(F)F)cc1 | 0% | 16% | -4% | 1 | -3% | 3% | 0 | 1% | -3% | -5% | -2
COCc1c(C(=O)N2CCN(Cc3c(F)cccc3Cl)CC2)oc2ccccc12 | -1% | 0% | 3% | 14 | 43% | 5% | 4 | 0% | -17% | 4% | 4
Cc1ccc(CSc2nnc(-c3cccs3)n2C)cc1 | 10% | -1% | 10% | 5 | 13% | 24% | 0 | -14% | 7% | -7% | 5
Cc1noc(C)c1COc1ccccc1C(=O)NNC(=O)c1ccc(F)cc1 | 0% | 1% | -2% | -10 | · | · | · | 2% | 0% | -3% | 4
CC(=O)CSc1nnc2cc(C)c3ccccc3n12 | 1% | -5% | -2% | 8 | -23% | 3% | -3 | -2% | 8% | 5% | 8
CCNc1nc(NCC)nc(N/N=C/c2ccc([N+](=O)[O-])o2)n1 | 10% | -1% | 12% | 8 | ? | -10% | -7 | 2% | -20% | -5% | -82*
Cc1ccccc1C(=O)N1CCC(C(=O)Nc2nccs2)CC1 | 4% | -6% | 0% | -2 | 1% | -24% | 1 | -2% | -6% | 7% | -15
CC1CCN(CCNC(=O)C2CCCN(S(=O)(=O)c3cccc4nonc34)C2)CC1 (stereo not given) | -2% | 3% | -3% | 11 | ? | 13% | 0 | 3% | 3% | 4% | -6
CC(=O)N1CCC(=NNC(=O)CSc2cc(C)c(Br)cc2C)CC1 | 2% | -4% | -2% | -7 | 22% | -4% | 0 | 1% | -4% | -3% | -3
COc1ccc(CNC(=O)CCC(=O)Nc2nnc(C(F)(F)F)s2)cc1 | 4% | -13% | 12% | 9 | -11% | -1% | 0 | 6% | -5% | 2% | -23
CCOC(=O)c1c(N)n(-c2ccc(N)cc2)c2nc3ccccc3nc12 | -3% | -11% | 2% | -3 | 1% | -13% | 1 | 1% | -5% | 8% | -16
COc1cccc(NC(=O)Cc2cccs2)c1 | -2% | 0% | -5% | -9 | 16% | 2% | 5 | ? | 7% | 7% | 6
COc1ccccc1C1/C(=C(/O)c2ccc(C)cc2)C(=O)C(=O)N1CCN1CCOCC1 (stereo not given) | 0% | 3% | -9% | -6 | -14% | -6% | 4 | -3% | 4% | 3% | -9
O=c1cc(CN2CCN(c3ccccc3O)CC2)nc2sccn12 | 1% | ? | 1% | · | 15% | -8% | -10 | 3% | -1% | 13% | 8
O=C(CN1CCN(c2ccccn2)CC1)Nc1ccc(Cl)c(C(F)(F)F)c1 | 1% | -1% | 0% | -2 | ? | -28% | 1 | -1% | -7% | 0% | 6
Cc1cc2c(cc1S(=O)(=O)NCc1ccccc1)n(C)c(=O)c(=O)n2C | -10% | 7% | 2% | -2 | ? | -1% | 4 | 1% | -6% | 4% | 20
C/C(=N\NC(=O)c1cccs1)c1ccncc1 | 16% | 0% | 2% | -26 | -7% | 17% | 4 | · | 6% | 4% | 5
Cc1ccc(SCC(=O)N2CC(C)OC(C)C2)cc1 (stereo not given) | 0% | -9% | -3% | -9 | 19% | 8% | 1 | -2% | 6% | 4% | -2
CC(C)CN(C(=O)c1ccc(N2CCCC2=O)cc1)C1CCS(=O)(=O)C1 (stereo not given) | 0% | 3% | -5% | 17 | · | · | · | 3% | 1% | 0% | 7
Cc1ccc(CN2C(=O)CSC2c2ccc(F)cc2)cc1 (stereo not given) | -4% | 1% | -6% | -3 | -5% | -14% | 1 | 0% | -1% | -12% | 33[activator]
Cn1c(=NC(=O)CCS(=O)(=O)c2ccccc2)sc2cc(F)ccc21 | ? | 1% | ? | 1 | · | · | · | -3% | ? | 0% | -11
CC1(C)CC(=O)C(/C=N/c2ncccc2C(=O)O)=C(O)C1 | 4% | 4% | 18% | 4 | -42% | -8% | -4 | -16% | 2% | -1% | -1
Cc1cc(NC(=O)c2cc(-c3ccccn3)nc3ccccc23)no1 | -3% | -4% | -13% | -47 | -16% | 7% | 0 | -1% | -8% | -2% | 1
O=C(NCC1CCCN1S(=O)(=O)c1cccs1)c1ccc(Cl)cc1 (stereo not given) | -2% | 11% | -4% | -9 | · | · | · | -9% | -5% | -6% | ?
